High-throughput results deposited in PubChem BioAssay by Broad Institute.
Mtb BioA inh: inhibitors of Mycobacterium tuberculosis BioA enzyme; inhibition, % at 9.99 µM; 360,000 compounds, 0.096% hits; purified M. tuberculosis BioA enzyme, plate reader; AID 602481; in the data active = inhibition above about 40%
TcdB inh: blocks C. difficile toxin B glycohydrolase activity; P18177; TcdB glycohydrolase enzymatic assay, plate reader; inhibition, % at 9.99 µM; 350,000 compounds, 0.24% hits; AID 652162; in the data active = inhibition above about 10%
Starred values were filed as active, the others as inactive. This is a subset (hit frequency here may not be typical).

SMILES	Mtb BioA inh	TcdB inh
COc1ccc(NC(=O)N(C)C[C@H]2OCCCC[C@@H](C)Oc3ccc(NS(=O)(=O)c4ccc(F)cc4)cc3C(=O)N([C@H](C)CO)C[C@@H]2C)cc1	-3.0	0.4
C[C@H](CO)N1C[C@H](C)[C@@H](CN(C)Cc2ccccc2)Oc2ncc(C#Cc3cccnc3)cc2C1=O	7.3	-1.2
CNC[C@@H]1Oc2ccc(NS(C)(=O)=O)cc2C(=O)N([C@H](C)CO)C[C@H]1C	-0.4	0.1
O=C(C[C@H]1CC[C@H]2[C@@H](COC[C@@H](O)CN2Cc2ccccc2F)O1)N1CCc2ccccc2C1	5.5	0.7
C[C@@H](O)C#Cc1ccc2c(c1)O[C@H](CN(C)Cc1ccccn1)[C@@H](C)CN([C@@H](C)CO)S2(=O)=O	1.1	-0.2
O=C(Cc1cccnc1)N1[C@@H](CO)[C@@H]2c3ccccc3NC[C@@H]21	-1.7	-1.7
C[C@@H]1CN([C@@H](C)CO)C(=O)c2cc(NC(=O)C3CCCCC3)ccc2O[C@@H]1CN(C)Cc1ccc2c(c1)OCO2	-7.8	0.4
C[C@H](CO)N1C[C@H](C)[C@H](CN(C)C)Oc2cc(-c3cncnc3)ccc2S1(=O)=O	-2.9	0.2
C[C@H]1CN([C@@H](C)CO)C(=O)Cc2cc(NC(=O)Cc3cn(C)c4ccccc34)ccc2O[C@H]1CN(C)S(=O)(=O)c1cn(C)cn1	8.6	-0.1
C[C@H](CO)N1C[C@H](C)[C@@H](CN(C)S(=O)(=O)c2cccs2)OCc2ccccc2-c2ccccc2C1=O	2.1	-0.2
C[C@H]1CN([C@@H](C)CO)C(=O)c2cccc(N(C)C)c2O[C@H]1CN(C)Cc1ccncc1	-1.3	-12
C/C=C/c1ccc2c(c1)O[C@H](CN(C)Cc1ccc(F)cc1)[C@@H](C)CN([C@@H](C)CO)S2(=O)=O	-7.6	1.4
C[C@@H]1CCCCO[C@@H](CN(C)C(=O)CCCN(C)C)[C@@H](C)CN([C@H](C)CO)C(=O)c2cc(NC(=O)C3CCCCC3)ccc2O1	-2.9	0.6
C[C@@H]1CN([C@H](C)CO)S(=O)(=O)c2ccc(-c3cccc(F)c3)cc2O[C@@H]1CN(C)S(=O)(=O)c1ccccc1	0.8	-1.4
C[C@H](CO)N1C[C@H](C)[C@@H](CN(C)Cc2ccc(C(F)(F)F)cc2)Oc2ccc(NC(=O)Nc3cccc4ccccc34)cc2C1=O	-1.3	-0.1
CCC(=O)N1[C@H](CO)[C@@H]2c3ccccc3N(C(=O)Nc3ccc(Cl)cc3)C[C@@H]21	4.7	0.7
C[C@@H]1CCCCO[C@@H](CN(C)C(=O)C2CCCCC2)[C@H](C)CN([C@@H](C)CO)C(=O)c2cc(NS(=O)(=O)c3cn(C)cn3)ccc2O1	-0.6	-1.4
CNC[C@H]1Oc2c(NC(=O)c3cc(C)nn3C)cccc2C(=O)N([C@H](C)CO)C[C@H]1C	-3.8	-1.6
C[C@@H]1CCCCO[C@H](CN(C)C(=O)NC2CCCCC2)[C@H](C)CN([C@@H](C)CO)C(=O)c2cc(NC(=O)CCC(F)(F)F)ccc2O1	0.2	-0.2
COc1cccc(NC(=O)N[C@@H]2C=C[C@@H](CC(=O)N3CCN(C)CC3)O[C@H]2CO)c1	-1.8	0.4
CCCNC(=O)C[C@H]1C[C@H]2c3cc(NC(=O)Nc4ccc(OC)cc4)ccc3O[C@H]2[C@H](CO)O1	-0.8	0.4
O=C(NC1CCC1)[C@@H]1[C@@H](CO)[C@@H]2Cn3c(ccc(-c4ccccc4F)c3=O)[C@@H]2N1Cc1ccncc1	1.4	-0.5
COCC#Cc1ccc2c(c1)O[C@@H](CN(C)C(=O)c1ccccc1)[C@@H](C)CN([C@H](C)CO)S2(=O)=O	-0.6	0.8
O=C(N[C@@H]1CC[C@@H](CCn2cc(-c3ccccn3)nn2)O[C@H]1CO)c1ccncc1	-1.9	-0.7

Entries of single compounds from above. Order of screens: Mtb BioA inh, TcdB inh
CCC(=O)N1[C@H](CO)[C@@H]2c3ccccc3N(C(=O)Nc3ccc(Cl)cc3)C[C@@H]21 reads 4.7, 0.7
COCC#Cc1ccc2c(c1)O[C@@H](CN(C)C(=O)c1ccccc1)[C@@H](C)CN([C@H](C)CO)S2(=O)=O reads -0.6, 0.8

The list goes on:
SMILES	Mtb BioA inh	TcdB inh
C[C@@H]1CN([C@@H](C)CO)C(=O)c2cc(NC(=O)C3CCCCC3)ccc2O[C@@H](C)CCCCO[C@H]1CN(C)S(=O)(=O)c1cccs1	-4.3	-0.7
O=C(C[C@H]1CC[C@@H]2[C@H](COC[C@@H](O)CN2Cc2cc(F)cc(F)c2)O1)NC1CCC1	0.2	-0.4
O=C(C[C@H]1C[C@H]2c3cc(NC(=O)c4cccnc4)ccc3O[C@H]2[C@@H](CO)O1)NCc1ccccc1F	6.5	-0.1
COc1ccc(C#Cc2ccc3c(c2)O[C@@H](CN(C)S(=O)(=O)c2ccccc2F)[C@H](C)CN([C@H](C)CO)S3(=O)=O)cc1	-2.2	-1.1
O=C(C1CCCC1)N1CCCCN2[C@H](CO)[C@@H](c3ccc(C#CC4CC4)cc3)[C@@H]2C1	4.5	1.3
O=C(C[C@H]1C[C@@H]2c3cc(NC(=O)c4ccc5c(c4)OCO5)ccc3O[C@@H]2[C@H](CO)O1)NC1CCCC1	-2.8	2.0
O=C(C1CCCC1)N1CCCCN2[C@H](C1)[C@@H](c1ccc(C#CC3(O)CCCC3)cc1)[C@@H]2CO	-4.0	0.2
C[C@H](CO)N1C[C@H](C)[C@@H](CN(C)C)Oc2ncc(-c3cccnc3)cc2C1=O	1.8	0.2
Cc1ccccc1-c1ccc2c(c1)O[C@@H](CN(C)Cc1ccncc1)[C@H](C)CN([C@@H](C)CO)S2(=O)=O	0.5	1.0
C[C@@H]1CN([C@@H](C)CO)C(=O)c2cccc(NS(=O)(=O)c3cn(C)cn3)c2O[C@H]1CN(C)S(=O)(=O)c1cccs1	-1.5	-0.1
CN1c2ccc(Br)cc2[C@@H]2[C@@H](CCN2C(=O)Cc2ccccc2)[C@@H]1CO	3.3	-0.4
Cc1ccccc1S(=O)(=O)NCC[C@H]1CC[C@H](NC(=O)C2CCOCC2)[C@H](CO)O1	-2.3	-0.1
C[C@@H]1CN([C@H](C)CO)C(=O)c2cc(NC(=O)CCCN(C)C)ccc2O[C@@H](C)CCCCO[C@H]1CN(C)C(=O)NC1CCCCC1	2.4	0.0
COc1ccc(CNC(=O)C[C@@H]2CC[C@H](NC(=O)c3ccc4c(c3)OCO4)[C@@H](CO)O2)cc1	-0.9	0.1
Cc1ccc(S(=O)(=O)NCC[C@H]2CC[C@H](NC(=O)c3cnccn3)[C@H](CO)O2)cc1	4.0	0.1
O=C(C[C@@H]1C[C@@H]2c3cc(NC(=O)C4CCOCC4)ccc3O[C@@H]2[C@@H](CO)O1)NCCN1CCCCC1	-0.2	0.9
CCC(=O)Nc1ccc2c(c1)C(=O)N(C)[C@@H]1CC[C@H](CC(=O)NCc3ccccc3Cl)O[C@@H]1CO2	7.7	0.1
C[C@@H]1CCCCO[C@H](CN(C)Cc2ccc(Cl)c(Cl)c2)[C@@H](C)CN([C@H](C)CO)C(=O)c2cc(NC(=O)Nc3cccc4ccccc34)ccc2O1	-6.0	-0.8
C[C@H](CO)N1C[C@H](C)[C@@H](CN(C)S(=O)(=O)c2ccc(Cl)cc2)Oc2ccc(NS(=O)(=O)c3ccc(Cl)cc3)cc2C1=O	1.3	1.4
C[C@@H]1CN([C@@H](C)CO)C(=O)c2cc(-c3ccncc3)cnc2O[C@@H]1CN(C)S(=O)(=O)c1ccc(F)cc1	-3.0	-1.1
C[C@@H]1CN([C@@H](C)CO)S(=O)(=O)c2ccc(-c3ccncc3)cc2O[C@H]1CN(C)C(=O)CN(C)C	-6.3	-0.4
C[C@@H]1CN([C@@H](C)CO)C(=O)c2cccc(NC(=O)c3ccc(-c4nccs4)cc3)c2O[C@H]1CN(C)C(=O)Nc1ccc2c(c1)OCO2	-0.2	0.0
C[C@@H]1CN([C@H](C)CO)C(=O)c2c(c3ccccc3n2C)-c2ccccc2CO[C@@H]1CN(C)S(=O)(=O)c1ccsc1	1.2	-4.1
CN1CCN(C(=O)C[C@H]2CC[C@@H]3[C@H](COC[C@H](O)CN3Cc3cccc(-c4ccncc4)c3)O2)CC1	-1.4	-0.9
C[C@H](CO)N1C[C@H](C)[C@@H](CN(C)C(=O)Nc2ccc3c(c2)OCO3)Oc2cc(C#Cc3ccncc3)ccc2S1(=O)=O	0.9	-0.5
COc1ccc(S(=O)(=O)N(C)C[C@@H]2Oc3ccc(NC(=O)CCCN(C)C)cc3C(=O)N([C@@H](C)CO)C[C@@H]2C)cc1	-3.5	-0.1
COc1ccc(NC(=O)N(C)C[C@H]2OCCCC[C@@H](C)Oc3ccc(NC(=O)Cc4ccccc4)cc3C(=O)N([C@@H](C)CO)C[C@@H]2C)cc1	8.3	0.5
O=C(c1cccc(F)c1)N1C[C@@H]2[C@H](c3ccccc31)[C@H](CO)N2Cc1cocn1	-2.8	-3.5
CCNC(=O)C[C@H]1C=C[C@@H](NS(=O)(=O)c2ccc(F)cc2)[C@@H](CO)O1	-1.2	1.4
C[C@H]1CN([C@@H](C)CO)C(=O)Cc2cc(NC(=O)C3CC3)ccc2O[C@@H]1CN(C)S(=O)(=O)c1ccc(F)cc1	4.8	-1.0
C[C@H]1CN([C@@H](C)CO)C(=O)c2cccc(N(C)C)c2O[C@@H]1CN(C)Cc1ccccc1	-2.3	-0.1
COC(=O)[C@@H]1[C@@H](CO)[C@@H]2Cn3c(ccc(C4=CCCCC4)c3=O)[C@@H]2N1C(=O)C1CCCC1	-2.3	-0.5
C[C@@H]1CN([C@@H](C)CO)C(=O)c2cc(NC(=O)c3ccccc3)ccc2O[C@@H](C)CCCCO[C@H]1CN(C)S(=O)(=O)c1ccccc1	-3.3	-0.9
C[C@H]1CN([C@@H](C)CO)C(=O)c2cccc(NC(=O)c3ccc(-c4nccs4)cc3)c2O[C@@H]1CN(C)C(=O)Nc1ccc(F)cc1	0.0	0.1
COc1ccc(CN(C)C[C@H]2Oc3ccc(NC(=O)Cc4ccccc4)cc3C(=O)N([C@@H](C)CO)C[C@H]2C)cc1	1.2	1.9
COc1ccc(NC(=O)N(C)C[C@@H]2OCCCC[C@@H](C)Oc3ccc(NS(=O)(=O)c4cn(C)cn4)cc3C(=O)N([C@H](C)CO)C[C@@H]2C)cc1	1.1	0.0

An excerpt of these results, comma-delimited.
Structure,Mtb BioA inh,TcdB inh
COC(=O)[C@@H]1[C@@H](CO)[C@@H]2Cn3c(ccc(C4=CCCCC4)c3=O)[C@@H]2N1C(=O)C1CCCC1,-2.3,-0.5
C[C@@H]1CN([C@@H](C)CO)C(=O)c2cc(NC(=O)c3ccccc3)ccc2O[C@@H](C)CCCCO[C@H]1CN(C)S(=O)(=O)c1ccccc1,-3.3,-0.9
C[C@H]1CN([C@@H](C)CO)C(=O)c2cccc(NC(=O)c3ccc(-c4nccs4)cc3)c2O[C@@H]1CN(C)C(=O)Nc1ccc(F)cc1,0.0,0.1
COc1ccc(CN(C)C[C@H]2Oc3ccc(NC(=O)Cc4ccccc4)cc3C(=O)N([C@@H](C)CO)C[C@H]2C)cc1,1.2,1.9

(listing goes on)
SMILES	Mtb BioA inh	TcdB inh
CCC(=O)Nc1ccc2c(c1)C(=O)N(C)[C@H]1CC[C@@H](CC(=O)N[C@@H](C)c3ccccc3)O[C@@H]1CO2	-1.3	0.6
O=C(C[C@@H]1C[C@@H]2c3cc(NC(=O)CC4CC4)ccc3O[C@@H]2[C@@H](CO)O1)NCc1ccccc1	0.2	0.0
O=C(Cc1cccnc1)N1CCCCN2[C@H](CO)[C@H](c3ccc(C#CC4CC4)cc3)[C@H]2C1	-6.9	-8.7
O=C(N[C@@H]1CC[C@H](CC(=O)N2CCOCC2)O[C@H]1CO)c1ccccn1	-3.2	-1.6
O=C(C[C@H]1C[C@H]2c3cc(NC(=O)CC4CC4)ccc3O[C@H]2[C@@H](CO)O1)NCC(F)(F)F	-1.0	0.9
C[C@@H]1CN([C@H](C)CO)C(=O)c2cccc(NC(=O)C3CCOCC3)c2O[C@H]1CN(C)C(=O)Nc1cccc2ccccc12	-1.1	0.8
O=C(C[C@@H]1C=C[C@@H](NC(=O)C2CCC2)[C@H](CO)O1)NCc1ccccc1Cl	-1.1	-2.9
CCCN(C)C[C@@H]1OCCCC[C@@H](C)Oc2ccc(NS(=O)(=O)c3ccc(F)cc3)cc2C(=O)N([C@H](C)CO)C[C@@H]1C	0.3	0.0
O=C(Cc1ccncc1)NCC[C@H]1CC[C@H](NC(=O)C2CCC2)[C@@H](CO)O1	0.0	-1.8
C[C@H](CO)N1C[C@H](C)[C@H](CN(C)Cc2ccccc2)Oc2ccc(NC(=O)C3CCCCC3)cc2CC1=O	2.6	0.6
C[C@H](CO)N1C[C@H](C)[C@@H](CN(C)Cc2ccc(Cl)c(Cl)c2)Oc2c(NC(=O)NC3CCCCC3)cccc2C1=O	-5.4	0.4
COc1ccccc1-c1cnc2c(c1)C(=O)N([C@H](C)CO)C[C@H](C)[C@H](CN(C)Cc1ccncc1)O2	-3.8	0.6
COc1cccc(S(=O)(=O)N2CC[C@H]3[C@@H](CO)N(C)c4ccc(C#Cc5ccc(F)cc5)cc4[C@H]32)c1	-1.3	0.2
COc1ccccc1S(=O)(=O)N(C)C[C@H]1OCc2cn(nn2)CCCC(=O)N([C@@H](C)CO)C[C@H]1C	0.1	-0.5
NC(=O)[C@]1(Cc2ccccc2)N=C(c2ccc(OCCCO)cc2)O[C@@H]1c1ccccc1	0.8	0.8
CO[C@H]1CN(C)C(=O)c2ccc(NC(=O)C3CC3)cc2OC[C@@H](C)N(C(C)=O)C[C@H]1C	-0.9	-0.4
